CCHF vOTU inh: blocks the CCHF virus ovarian tumor domain protease; CCHFV vOTU protease, Pep-AMC fluorescence; 370,000 compounds, 0.55% hits; inhibition, % at 11.5 µM; in the data active = inhibition above about 30%; note: 0% = vehicle wells with enzyme and 100% = no enzyme wells
Vc quorum ag: quorum light induction in luxS cqsA deficient V. cholerae; V. cholerae BH1578 lux reporter, luminescence, 6 h; activation, % at 18.7 µM; 350,000 compounds, 0.16% hits; AID 588436; in the data active = activation mostly above about 9.7%, no sharp cut-off; inconclusive = no clear call, values can overlap the other calls; inactive = mostly below about 3.7%; note: not every result past the cut was called active; inactives centre near 0; reference of the scale not given here
3CLpro inhibitor: SARS-CoV 3CLpro protease inhibition; 290,000 compounds, 0.14% hits; inhibition, % at 6 µM; P0C6X7; recombinant SARS-CoV 3CLpro, quenched FRET peptide cleavage; in the data active = inhibition above about 12%
TcdB inh: TcdB glycohydrolase inhibition | inhibition, % at 9.99 µM | AID 652162 | 350,000 compounds, 0.24% hits | TcdB glycohydrolase enzymatic assay, plate reader; in the data active = inhibition above about 10%
PfHsp40 yeast: rescue of PfHsp40-mediated yeast toxicity | S. cerevisiae expressing PfHsp40, growth rescue, ATP luminescence | growth rescue, % at 12.5 µM | 340,000 compounds, 0.68% hits; in the data active = growth rescue above about 28%, passing the limit was not always enough; inconclusive = no clear call, values can overlap the other calls;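 note: yeast W303a lacking pdr1 and pdr3 grown in galactose medium; growth measured after three days at 30 °C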
Y pestis TopoI: inhibitors of Yersinia pestis topoisomerase I; AID 504884; activity, % at 10 µM; Y. pestis Topo-I cleavage product accumulation, plate reader; 360,000 compounds, 0.064% hits; in the data active = activity above about 50%, passing the limit was not always enough; inconclusive = no clear call, values can overlap the other calls; note: inactives centre near 2
PriA SSB inh: inhibitors of Klebsiella pneumoniae PriA binding to SSB C-terminal tail; 430,000 compounds, 0.6% hits; AlphaScreen SSBct-PriA binding, biotinylated peptide; inhibition, % at 33 µM; in the data active = inhibition mostly above about 37%, no sharp cut-off; inactive = mostly below about 20%;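 note: plate controls were negative control peptide for no effect and reference peptide for full effect; strong numbers were not always called active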
BoNT A protease: inhibitors of Botulinum neurotoxin A light chain protease. multiplex microsphere protease substrate cleavage, flow cytometry. inhibition, % at 10 µM. 360,000 compounds, 0.17% hits; note: plate controls were buffer without enzyme for full effect and enzyme alone for no effect
Anthrax LF inh2: inhibitors of Bacillus anthracis lethal factor protease. multiplex microsphere protease cleavage assay, LF. inhibition, % at 10 µM. 360,000 compounds, 0.12% hits; note: plate controls were buffer without enzyme for full effect and enzyme alone for no effect
VHR inh abs: inhibitors of human VHR1 phosphatase (DUSP3); P51452; recombinant VHR phosphatase, pNPP absorbance; inhibition, % at 13.3 µM; 290,000 compounds, 0.52% hits; in the data active = inhibition above about 50%; note: some compounds called inactive have numbers as strong as hits
The depositor's hits bear a star; i = inactive; ? = inconclusive; / = not tested or not shown. Cut-off read from the data, not from the text of the source, unless noted: active = inhibition above about 30%; inconclusive = no clear call, values can overlap the other calls; inactive = below that. The list is partial (hit frequency here may not be typical).

SMILES	CCHF vOTU inh	Vc quorum ag	3CLpro inhibitor	TcdB inh	PfHsp40 yeast	Y pestis TopoI	PriA SSB inh	BoNT A protease	Anthrax LF inh2	VHR inh abs
COC(=O)C1CSc2[nH]c(=O)sc2C1c1ccc(OC)c(OC)c1 (stereo unspecified)	1	/	-4	/	0.8	-1	3	0.8	2	32
NC(=O)C1CCN(C(c2ccccc2)c2nnnn2C2CCCC2)CC1 (stereo unspecified)	-7	i	1	/	0.5	-3	1	0.8	3	12
O=S(=O)([N-]c1nc2ccccc2nc1-[n+]1ccc(-c2ccncc2)cc1)c1ccccc1	-8	-0.1	4	1.3	0.5	-2	3	-0.4	1	11
O=c1c(Cl)c(NCc2ccc(F)cc2)cnn1C12CC3CC(CC(C3)C1)C2	-1	-0.3	-2	/	-0.9	23	-16	-0.3	2	10
Fc1ccc(CNc2ccn3nc(-c4ccccc4)cc3n2)cc1	1	-1.3	/	0.6	/	-9	/	-0.3	-1	/
CCOc1ccc2nc(NC(=O)c3cccc(N4C(=O)CCC4=O)c3)sc2c1	-2	-0.3	/	3.1	/	-2	/	-0.5	-6	/
CN(C)CCN=Cc1c(O)n(-c2ccc(S(=O)(=O)N3CCOCC3)cc2)c(=O)c2ccccc12	2	i	/	2.1	0.4	-7	-8	-3.7	1	/
COc1ccc(CNCc2cc(C)c(OC)cc2C)c(OC)c1	4	i	-6	1.4	-0.2	11	-21	-1.1	-12	14
CC(C)[C@H]1CN(C)CCN1Cc1cn(C)nc1-c1cccc(Cl)c1	-5	5.0	3	0.0	0.1	4	2	-0.4	2	17
Cc1ccc(S(=O)(=O)CC(=O)Nc2ccc(S(=O)(=O)Nc3onc(C)c3C)cc2)cc1	7	0.9	1	/	0.4	2	-7	0.8	-3	14
CC(C)/C=C1\CCCCC1N(C)C(=O)NC(C)C (stereo unspecified)	0	i	2	/	0.1	1	-7	-0.2	4	24
O=C(NCC(c1ccco1)N1CCCCC1)c1cccnc1 (stereo unspecified)	5	-1.2	/	1.6	0.7	-2	-13	-1.4	-2	/
CCN(N)C(=S)Nc1ccc(F)cc1	-15	i	2	-1.9	-0.7	-12	-17	-0.8	-2	9
CCOCC(=O)Nc1c(C(=O)Nc2ccc3c(c2)OCCO3)oc2ccccc12	11	i	0	0.9	1.1	10	-4	0.2	5	-7
CN(C)CCCN(C(=O)COc1ccccc1)c1nc2cc3c(cc2s1)OCCO3	-7	i	3	0.5	2.9	-14	5	0.6	-2	32
CC(=NCC1CCCO1)c1c(O)n(-c2ccc(C)cc2)c(=O)[nH]c1=O (stereo unspecified)	-9	-0.3	-1	/	0.7	-5	-3	0.2	-4	6
CC1CC1C(=O)Nc1nc(-c2ccccc2)cs1 (stereo unspecified)	13	-0.6	2	/	0.7	4	5	0.4	-4	12
COc1ccc(S(=O)(=O)N2CCCC2C(=O)Nc2nc3c(s2)CCCC3)cc1 (stereo unspecified)	-6	0.6	3	/	-0.6	7	-7	0.8	1	10
Cc1ccc(-c2nnn3c2nc(NC(C)C)c2ccccc23)cc1	-5	-0.5	-4	-0.2	-1.4	9	-29	-0.4	-11	/
CC(=O)Nc1ccc(C(=O)COC(=O)c2cccs2)c(F)c1	3	0.4	/	-0.3	1.4	-2	9	-0.2	-2	/
CCN(CC(=O)NCc1ccc(Cl)cc1)C(=O)CSCC(=O)Nc1ccc(C)cc1	8	-3.5	/	-0.6	0.6	36	-2	-0.3	-2	/
COC(=O)c1ccc(/C=C/C(=O)OCC(=O)NCc2cccs2)cc1	5	-2.9	/	1.4	-0.5	-6	-5	0.1	0	/
COCCn1c(-c2ccc(SC)cc2)nc2c1c(=O)[nH]c(=O)n2CC(C)C	-15	i	-2	1.0	0.1	18	-3	-1.3	1	-22
Cc1cccc(Oc2ncnc3onc(C)c23)c1C	2	3.6	2	/	0.9	0	-17	-1.5	-2	20
CNc1nc(SCc2ccccc2Cl)nc2c1CCCC2	0	i	2	/	?	11	-24	-0.5	-5	7
Cc1cc(C)nc(Sc2ccc3nnnn3n2)n1	2	-14	1	1.0	0.7	1	2	-0.7	-3	22
CCOC(=O)N1CCN(C(=O)c2cc3cc(Cl)ccc3[nH]2)CC1	-4	i	-2	1.8	5.4	13	1	-0.2	-5	40
CC1(C)CC(=O)C(C(=O)c2ccccc2)C(=O)C1Cl (stereo unspecified)	2	-0.4	-4	0.0	0.1	0	1	-0.3	28	-23
O=C(CSc1nnc(Cc2cc(=O)[nH]c(=O)[nH]2)n1-c1ccc(Cl)cc1)NCC1CCCO1 (stereo unspecified)	-6	-0.4	1	/	-1.0	2	-8	24	?	0
O=c1nc(NCc2ccco2)sc2ncccc12	-10	-6.7	1	/	-0.4	-7	-1	0.6	9	26
Nc1nnc(SCC(=O)Nc2ccccc2N2CCOCC2)s1	1	-0.2	-2	1.6	0.0	1	-14	0.9	-4	14
C=CCn1c(O)c(C(C)=NCc2cccnc2)c(=O)[nH]c1=O	-6	-12	-5	/	0.5	4	-1	-1.8	-2	-6
COc1ccc(Oc2ccc(/C=N/NC(=O)c3cccnc3)cc2[N+](=O)[O-])cc1	-8	i	5	1.5	-0.5	5	/	0.7	4	-2
Nn1c(SCC(=O)Nc2ccc3c(c2)OCCO3)nncc1=O	20	i	-1	0.8	1.6	5	-5	-1.1	2	28
CCCCOc1ccc(CCN)cc1Cl	-14	-0.4	2	1.3	-0.1	-11	3	0.5	0	5
O=C1CCc2cccc(O)c2N1	-2	-2.3	/	0.5	-2.1	-2	-3	-0.2	-5	/
CC(=O)Nc1ccc(CN(C)c2c(C)nc3ccc(C(=O)NCCc4ccccn4)cn23)cc1	6	-0.3	/	1.2	/	3	/	-0.1	-1	/
C/C(=N\O)C1(C)N(O)C(C)(C)C(c2ccco2)=[N+]1[O-] (stereo unspecified)	1	i	1	0.9	0.0	4	/	0.6	0	8
CCN1C(=O)[C@H]2[C@@H](c3ccc(-c4ccccc4)cc3)N3CCC[C@@]3(C(=O)OC)[C@H]2C1=O	3	i	/	1.0	-0.9	5	4	-0.1	-4	/
Cc1ccc2[nH]c(=O)c(COC(=O)C3CCCCC3)cc2c1	5	0.1	3	0.6	-0.1	21	3	-0.4	-1	18
O=C(CSc1nc2ncc(Cl)cc2[nH]1)NC1CCS(=O)(=O)C1 (stereo unspecified)	11	-0.2	1	-0.4	-1.1	3	-6	-1.0	0	-6
CCOC(=O)C1=C(N)OC2=C(C(=O)CC(C)(C)C2)C1c1ccco1 (stereo unspecified)	-8	-0.3	-6	/	-1.2	-2	-7	0.0	-6	-5
CC(=O)Nc1ccc(S(=O)(=O)N2CCN(Cc3ccccn3)CC2)cc1	-12	i	5	/	2.1	2	-6	0.6	1	15
Cn1nnc2cc(C(=O)Nc3cccnc3)ccc21	11	/	-3	/	-0.1	3	-2	0.2	-3	15
O=C1c2ccccc2-n2c1nc1ccccc1c2=O	2	-0.4	-2	0.6	58*	2	0	3.7	8	16
O=C(COc1cccnc1[N+](=O)[O-])N1CCc2ccccc21	1	-0.4	-1	0.6	1.3	-4	-6	0.8	0	23
Cc1nnc(SCC(=O)NNC(=O)c2ccccc2)n1N	17	1.7	/	-0.1	0.0	-10	-3	-0.2	2	/
COc1cc2c(cc1OC)C(C1C(=O)CC(C)CC1=O)N(C(=O)CCl)CC2 (stereo unspecified)	-73	-0.3	-3	0.6	0.0	0	-13	-0.2	0	18
CC1CCCCC1NC(=O)C1CCC(CNS(=O)(=O)c2ccccc2)CC1 (stereo unspecified)	-11	-0.6	2	0.5	0.8	-2	5	2.3	4	-1
Cc1cc(C)c2c(N)c(C(=O)Nc3ccc(F)cc3)sc2n1	-5	1.2	4	0.9	-0.1	-1	-4	0.3	0	-20
CCOC(=O)N1CCC(NC(=O)c2cccc3c2C(=O)N(CCOC)C3)CC1	13	-0.2	-2	-2.0	-1.5	4	3	0.1	6	8
CCc1ccc(C(=O)CCC(=O)Nc2cccc(S(=O)(=O)N3CCCCC3)c2)cc1	8	-14	/	3.0	0.3	-3	5	5.1	3	/
COc1ccc(N(C)S(=O)(=O)c2ccc3c(c2)NC(=O)CC(=O)N3)c(OC)c1	12	i	-2	0.7	1.4	-2	-3	0.1	-4	82
CCN(CC)C(=O)C1CC(=O)N(c2ccc(OC)cc2)C1c1ccc(OC)cc1 (stereo unspecified)	-9	-3.2	-2	/	-0.4	9	-10	1.3	-4	9
Cc1c(NC(=O)c2cccc(NC(=O)c3ccco3)c2)cccc1C(=O)O	1	-0.4	1	-0.6	-0.4	1	-5	0.1	-4	0
CCNC(=O)C1CCCN(C(=O)c2cnc3ccccc3n2)CC1 (stereo unspecified)	-3	i	/	-3.3	/	1	/	-0.2	3	/
CCC(=Nc1cc(OC)ccc1OC)c1c(O)[nH]c(=O)[nH]c1=O	14	-0.3	3	/	0.0	6	-8	-1.4	-13	27
C=CCOc1ccc(C(c2c(C)n(C)n(-c3ccccc3)c2=O)c2c(C)n(C)n(-c3ccccc3)c2=O)cc1	-1	-0.8	7	0.8	1.6	16	4	2.7	17	4
COc1ccc(CNC(=O)Cc2csc(NC(=O)Nc3ccccc3OC)n2)cc1	-3	i	/	7.7	-0.2	5	19	-3.5	-3	/
O=C(N/N=C/c1ccco1)c1ccc(NC(=O)C2CC2)cc1	-1	-0.2	5	-1.3	-1.7	4	/	0.9	-1	22

Structures shown so far that contain a nitro group on carbon (two):
SMILES	CCHF vOTU inh	Vc quorum ag	3CLpro inhibitor	TcdB inh	PfHsp40 yeast	Y pestis TopoI	PriA SSB inh	BoNT A protease	Anthrax LF inh2	VHR inh abs
COc1ccc(Oc2ccc(/C=N/NC(=O)c3cccnc3)cc2[N+](=O)[O-])cc1	-8	i	5	1.5	-0.5	5	/	0.7	4	-2
O=C(COc1cccnc1[N+](=O)[O-])N1CCc2ccccc21	1	-0.4	-1	0.6	1.3	-4	-6	0.8	0	23

The listing picks up with the 3 entries that preceded the break.
SMILES	CCHF vOTU inh	Vc quorum ag	3CLpro inhibitor	TcdB inh	PfHsp40 yeast	Y pestis TopoI	PriA SSB inh	BoNT A protease	Anthrax LF inh2	VHR inh abs
C=CCOc1ccc(C(c2c(C)n(C)n(-c3ccccc3)c2=O)c2c(C)n(C)n(-c3ccccc3)c2=O)cc1	-1	-0.8	7	0.8	1.6	16	4	2.7	17	4
COc1ccc(CNC(=O)Cc2csc(NC(=O)Nc3ccccc3OC)n2)cc1	-3	i	/	7.7	-0.2	5	19	-3.5	-3	/
O=C(N/N=C/c1ccco1)c1ccc(NC(=O)C2CC2)cc1	-1	-0.2	5	-1.3	-1.7	4	/	0.9	-1	22
CCC(=O)N1c2ccccc2NC2=C(C(=O)CCC2)C1c1ccccc1 (stereo unspecified)	9	-0.6	1	1.0	-2.5	6	-7	-0.9	-3	-17
COc1ccc(-n2cnc3cc(NCc4cccs4)ccc32)cc1	11	0.2	2	/	4.1	9	32	0.6	-5	11
COc1cccc(-c2nnc(SCC(N)=O)n2-c2ccc(Cl)cc2)c1	6	-0.6	-2	0.6	-2.6	11	-6	-0.6	-2	-1
Cc1n[nH]c(C)c1S(=O)(=O)N(CC(=O)N1CCc2ccccc21)c1ccc(C(C)C)cc1	9	-0.2	-1	-0.6	0.0	8	-14	-1.1	-13	29
O=C(Nc1ccccc1)N1CCCN(c2ccc(C(F)(F)F)cc2[N+](=O)[O-])CC1	3	i	4	-0.6	1.8	-10	12	/	/	14
Nc1nc2n(n1)C(c1cccs1)CC(c1ccccc1)N2 (stereo unspecified)	-16	-0.3	-1	/	-2.6	8	-26	1.9	-2	14
Cc1cc(NC(=O)CC(F)(F)F)n(-c2ccccc2)n1	4	i	1	1.3	1.9	-1	-6	0.6	0	28
Cc1ccc(/C(O)=C2/C(=O)C(=O)N(c3ccccn3)C2c2ccc(F)cc2)cc1 (stereo unspecified)	14	-0.3	-2	-1.2	-0.1	2	/	?	1	26
